Screening data: PubChem BioAssay, National Center for Advancing Translational Sciences (NCATS)
Casp1 inh: allosteric or competitive inhibitors of human caspase-1. Caspase-1 enzyme, Ac-WEHD-AFC fluorogenic rate. P29466. Potency, µM (series often up to 57.5 µM), without a hit: at the top dose activity change, negative = inhibition, hits mostly inhibitors. hit rate 0.03% among 75,000;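 further: potency means the concentration at half of the fitted maximal effect; plate controls were vehicle for no effect and no substrate for full effect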
ERK AVP block: blocks ERK signaling stimulated by vasopressin; HEK293-V1b, vasopressin-stimulated pERK AlphaScreen; Potency, µM (series often up to 57.5 µM), for inactives: at the highest dose activity, negative = inhibition, most hits filed as inhibitors; hit rate 0.99% among 72,000; further: potency means the concentration at half of the fitted maximal effect; on the % scale 0 is the no-effect control and ±100 the full control effect; nearly all actives have a fitted effect of over 55% in size
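qHTS, compounds titrated on V1b-expressing HEK293 cells. Preincubation 30 min at 37C, vasopressin 25 nM for 5 min, lysis 10 min, bead incubation 5 hr at room temperature.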
Caspase-7 inhib: blocks human caspase-7 allosterically or competitively; recombinant caspase-7, Ac-DEVD-AFC fluorescence rate; hit rate 0.02% among 75,000; P55210; AID 889; Potency, µM (series often up to 57.5 µM), without a hit: at the top dose activity change, negative = inhibition, most hits filed as inhibitors; active means well fitted inhibition curve with a large enough effect in the main read-out, with a control signal flat, not every such curve was filed as active; inconclusive means small, poorly fitted or top-dose-only effect, or a change in a side signal; further: potency means the concentration at half of the fitted maximal effect; % of control where 0% means no effect
USP2a inhib: USP2a (human) protease inhibition; O75604; USP2a enzymatic assay, qHTS inhibition; Potency, µM (top dose mostly 38.3 µM), for inactives: at the top dose activity change, negative = inhibition, usual class: inhibitors; hit rate 0.1% among 60,000; AID 927;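 further: potency means the concentration at half of the fitted maximal effect; nearly all actives have a fitted effect of over 60% in size; plate controls were DMSO for no effect and NEM full inhibition control for full effect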
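USP2 core (20nM final) preincubated 30 min RT with compound, then Ub-PLA2 20nM and NBD C6-HPC 20uM final added; buffer 20mM Tris-HCl pH 8.0, 2mM CaCl2. Fluorescence Ex 460/Em 535 read at 0 and 2.5 h; normalized to NEM.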
CRE Fsk mod: modulators of forskolin-stimulated CRE signaling in CHO cells | CHO CRE-bla reporter (cAMP response element driving beta-lactamase), forskolin EC10, beta-lactamase ratio | Potency, µM (doses to about 38.2 µM), without a hit: at the top dose activity change, negative = inhibition, actives largely listed as activators | hit rate 2.5% among 71,000; active means well fitted activation curve with a large enough effect in the signal ratio, with a control signal flat, not every such curve was filed as active; inconclusive means small, poorly fitted or top-dose-only effect, or effect the other way, or a change in a side signal; the % refers to the signal ratio; further: potency means the concentration at half of the fitted maximal effect; % of control where 0% means no effect
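Titrated compounds plus EC10 NKH 477 on CHO CRE-bla cells, 3 h, 37 °C. CCF4, 2 h RT. Ratio 460/530 nm → AC50.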
Tau fil binding: binders of human tau filaments; P10636; recombinant tau filaments, thioflavin S fluorescence, 15 h; filaments grown with octadecylsulfate alongside compound; Potency, µM (titrated, usually from 57.1 µM), without a hit: at the highest dose activity change, negative = inhibition; hit rate 2% among 71,000; AID 596;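 further: potency means the concentration at half of the fitted maximal effect; on the % scale 0 is the no-effect control and ±100 the full control effect; actives lower thioflavin S fluorescence by blocking filaments or displacing dye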
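Read-out: ThS fluorescence, 450 nm excitation/510 nm emission; lower signal marks blocked filament formation or displaced dye. Tau at 1 uM with 30 uM ODS, 10 uM ThS, 5 mM DTT, 100 mM NaCl, 10 mM HEPES pH 7.4; 15 h, 37 C.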
BRCT PPI red: BRCT-phosphoprotein interaction inhibition (red fluorophore) | P38398 | BRCT-phosphopeptide binding, red fluorescence polarization | Potency, µM (highest dose often 76.9 µM), inactives show at the highest dose activity change, negative = inhibition, most hits filed as inhibitors | hit rate 0.03% among 75,000 | AID 892; further: on the % scale 0 is the no-effect control and ±100 the full control effect
Target sequence (P38398 whole entry, looked up): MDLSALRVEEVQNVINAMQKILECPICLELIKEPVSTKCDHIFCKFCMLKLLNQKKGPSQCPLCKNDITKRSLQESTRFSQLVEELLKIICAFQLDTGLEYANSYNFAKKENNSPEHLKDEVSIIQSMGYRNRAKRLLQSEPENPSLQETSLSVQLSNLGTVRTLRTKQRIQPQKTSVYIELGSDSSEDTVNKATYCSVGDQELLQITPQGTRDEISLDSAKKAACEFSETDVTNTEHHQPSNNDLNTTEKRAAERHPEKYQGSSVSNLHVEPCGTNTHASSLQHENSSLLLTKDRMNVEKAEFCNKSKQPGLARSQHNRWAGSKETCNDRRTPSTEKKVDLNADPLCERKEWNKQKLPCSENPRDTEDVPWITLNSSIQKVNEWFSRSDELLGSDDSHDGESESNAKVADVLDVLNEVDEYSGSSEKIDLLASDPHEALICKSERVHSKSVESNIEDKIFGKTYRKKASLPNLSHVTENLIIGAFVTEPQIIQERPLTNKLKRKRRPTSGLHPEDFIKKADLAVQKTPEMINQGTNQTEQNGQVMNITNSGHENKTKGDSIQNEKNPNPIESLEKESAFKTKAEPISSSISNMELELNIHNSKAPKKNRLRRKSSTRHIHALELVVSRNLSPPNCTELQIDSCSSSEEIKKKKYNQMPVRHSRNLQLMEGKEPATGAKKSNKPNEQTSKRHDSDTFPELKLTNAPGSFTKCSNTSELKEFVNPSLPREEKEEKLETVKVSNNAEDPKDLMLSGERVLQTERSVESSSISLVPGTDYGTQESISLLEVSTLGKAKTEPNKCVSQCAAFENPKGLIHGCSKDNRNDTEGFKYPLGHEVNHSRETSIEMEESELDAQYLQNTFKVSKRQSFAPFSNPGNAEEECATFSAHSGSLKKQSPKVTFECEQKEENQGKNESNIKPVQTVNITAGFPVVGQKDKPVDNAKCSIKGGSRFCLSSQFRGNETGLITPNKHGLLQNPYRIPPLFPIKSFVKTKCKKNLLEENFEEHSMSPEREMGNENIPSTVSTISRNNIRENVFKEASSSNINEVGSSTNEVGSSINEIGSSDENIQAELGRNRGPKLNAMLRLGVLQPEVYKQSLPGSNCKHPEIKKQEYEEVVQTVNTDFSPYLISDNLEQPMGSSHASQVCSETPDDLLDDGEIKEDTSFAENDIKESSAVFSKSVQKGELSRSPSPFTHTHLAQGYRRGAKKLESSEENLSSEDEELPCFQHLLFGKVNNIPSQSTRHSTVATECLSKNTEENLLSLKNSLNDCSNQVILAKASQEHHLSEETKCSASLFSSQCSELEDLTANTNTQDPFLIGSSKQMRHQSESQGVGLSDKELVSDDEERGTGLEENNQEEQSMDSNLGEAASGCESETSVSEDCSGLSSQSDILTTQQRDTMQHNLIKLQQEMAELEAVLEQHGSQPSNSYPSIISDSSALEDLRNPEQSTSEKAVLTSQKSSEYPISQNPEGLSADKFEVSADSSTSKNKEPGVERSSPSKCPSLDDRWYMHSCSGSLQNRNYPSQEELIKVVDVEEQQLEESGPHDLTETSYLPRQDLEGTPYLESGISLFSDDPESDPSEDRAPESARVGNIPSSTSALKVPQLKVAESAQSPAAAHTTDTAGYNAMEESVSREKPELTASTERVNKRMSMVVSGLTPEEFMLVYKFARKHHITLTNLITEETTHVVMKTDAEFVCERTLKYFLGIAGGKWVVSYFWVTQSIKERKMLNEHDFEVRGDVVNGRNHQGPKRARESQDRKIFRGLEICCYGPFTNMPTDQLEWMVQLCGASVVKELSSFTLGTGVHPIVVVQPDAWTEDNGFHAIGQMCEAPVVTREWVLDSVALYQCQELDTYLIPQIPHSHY
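Rhodamine-labelled pBACH1 10-mer (100 nM) bound to BRCT domain (100 nM) at pH 7.3; compounds incubated 12 min room temperature, polarization read. Free peptide defines full inhibition; unlabelled decapeptide titrated as control.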
BRCT PPI green: BRCA1 BRCT-phosphoprotein interaction inhibition; hit rate 0.05% among 75,000; BRCA1 BRCT-phosphopeptide binding, green fluorescence polarization; Potency, µM (highest dose often 76.9 µM), without a hit: at the top dose activity change, negative = inhibition, hits mostly inhibitors; P38398;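 further: potency means the concentration at half of the fitted maximal effect; plate controls were peptide without protein for full effect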
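Fluorescence polarization: His-tagged BRCT (~35 kDa BRCA1 C-terminus, 250 nM) bound to 100 nM fluorescein-labeled phosphorylated 10-aa BACH1 peptide, pH 7.3 phosphate buffer with DTT and Tween 20. Compounds incubated 12 min at room temperature; inhibition read as lowered polarization.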
Luciferase inh: firefly luciferase inhibition | P08659 | purified firefly luciferase, luminescence, 8 min | Potency, µM (top dose mostly 57.1 µM), inactives show at the highest dose activity change, negative = inhibition, usual class: inhibitors | hit rate 2.2% among 72,000 | AID 411; further: potency means the concentration at half of the fitted maximal effect; on the % scale 0 is the no-effect control and ±100 the full control effect; nearly all actives have a fitted effect of over 40% in size
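Inhibition of light generation by firefly luciferase from ATP and luciferin was profiled with concentration-response curves per sample, ATP held at 10 uM within the enzyme's linear range. Plates were read by luminescence after an 8-minute ambient incubation.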
A350 autofl: compounds fluorescent in Alexa 350 spectral region. Compound autofluorescence, 340/450 nm, Alexa 350 dye-equivalents; stronger effect = higher value. max dye-equivalent concentration, M. hit rate 11% among 59,000. AID 590; in the data active means max dye-equivalent concentration above about 10 nM; inconclusive means mostly about 1.1 nM to 9.6 nM
HEK293 cAMP ctrl: raises cAMP in parental HEK293 cells, TSHR agonist counter-screen. parental HEK293 CNG cAMP sensor, membrane potential fluorescence. Potency, µM (titrated, usually from 57.1 µM), for the others: at the highest dose activation, usual class: activators. hit rate 2.5% among 73,000. AID 938; further: potency means the concentration at half of the fitted maximal effect; % of control where 0% means no effect; nearly all actives have a fitted effect of over 55% in size
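Parental HEK 293 cells stably expressing a modified CNG channel (no TSHR) report cAMP rise as membrane depolarization. Membrane potential dye with 100 uM RO 20-1724 was loaded for 60 min at room temperature, then compound added for 30 min; fluorescence read at 590 nm.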
Active calls of the source: *; i = inactive; ? = inconclusive; . = no result given; & = joins results of further samples; ! = not active in a repeat; [ ] = dose if it differs, or a comment. Unless noted, the call rests on the fitted dose curve; in most records, active means well fitted curve in the direction sought with a large enough effect; inconclusive means small, poorly fitted or top-dose-only effect, or another doubt; inactive means no such curve, though single readings can be large; an effect the other way counts as inactive or inconclusive.

SMILES,Casp1 inh,ERK AVP block,Caspase-7 inhib,USP2a inhib,CRE Fsk mod,Tau fil binding,BRCT PPI red,BRCT PPI green,Luciferase inh,A350 autofl,HEK293 cAMP ctrl
COc1ccccc1NC(=O)CCN1C(=O)C2CC=C(Cl)CC2C1=O (stereo unspecified),-3%,-9%,-3%,14%,?,-17%,-2.1%,-2.0%,0%,i,-1%
O=S(=O)(Nc1ccc(F)cc1)N1CCCCCC1,0%,-19%,1%,3%,0%,-18%,-1.0%,0.0%,0%,i,-4%
COc1ccc(C(=O)N2CCC[C@@]3(CCN(Cc4ccncc4)C3)C2)cc1,0%,-5%,-1%,7%,3%,-3%,0.0%,-1.3%,2%[11.4 µM],i,20%
COc1cc(=O)n(C)c2c(OCC(O)C(C)(C)O)cccc12 (stereo unspecified),-1%,?,-1%,.,.,.,0.7%,3.0%,.,.,.
O=C(Nc1ccc2c(c1)OCO2)c1ccc(Br)s1,2%,?,0%,7%,-4%,126%,-3.2%,-6.2%,13µM*,i,-3%
COc1ccc(C2(NC(C)=O)CCN(C(=O)CCC(=O)O)CC2)cc1,3%,3%,0%,-4%,1%,1%,-0.5%,-2.8%,2%,i,16%
COc1ccc(N(C(C)=O)S(=O)(=O)c2cc(OC)ccc2OC)cc1,2%,-24%,1%,0%,?,-9%,0.6%,0.2%,-2%,i,7%
COC(=O)c1ccccc1NC(NC(=O)c1ccco1)C(=O)c1ccccc1 (stereo unspecified),-1%,11%,-2%,22%,5%,43%,-0.8%,-0.7%,-3%,.,16%
COc1ccc(C)cc1NC(=O)CSc1nnc(-c2ccco2)n1Cc1ccco1,-1%,-17%,-2%,11%,?,12%,-1.5%,1.1%,1%,i,21%
COc1ccc(C#CC2C=CC(Oc3cc(C)cc(C)c3)C(CO)O2)cc1 (stereo unspecified),-2%[11.5 µM],8%[11.5 µM],-1%[11.5 µM],.,.,.,0.3%[15.4 µM],-0.3%[15.4 µM],.,.,13%[11.4 µM]
CN(Cc1cccs1)S(=O)(=O)c1cccs1,1%,1%,7%,-5%,?,4%,-0.1%,1.5%,0%,?,3%
O=S(=O)(c1ccccc1)N1CCC2(CC1)CN(C(c1ccccc1)c1ccccc1)C2,-3%,4%,-3%,129%[activator],-11%,-3%,-1.4%,0.1%,2%[11.4 µM],i,5%
NC(=O)C1CCN(C(=O)CSc2nc3c(c(-c4ccccc4)n2)CCCC3)CC1,1%,-4%,0%,-6%,14%,30%,-0.4%,1.5%,0%,i,1%
O=C(c1ccc(=O)[nH]c1)N(Cc1ccco1)C1(C(=O)NC2CCCCC2)CCCCC1,3%,26%,-1%,11%,6%,3%,0.3%,-1.6%,0%,i,?
CN1CCc2cc3c(cc2C(=O)Cc2ccc4c(c2C1)OCO4)OCO3,-3%,8%,0%,.,-2%,?,-0.5%,-1.9%,2%[11.4 µM],i,?
Cc1c(C(=O)NCCc2ccccc2)oc2ccc(S(=O)(=O)N3CCC4(CC3)OCCO4)cc12,2%,-17%,-1%,56%[activator],-10%,32%,-1.8%,-1.3%,1%,i,?
C[C@H]1O[C@@H](CC(=O)O)Cc2c1c(O)c1c(O)cc(-c3cc(=O)c4c(=O)c5c(c(=O)c=4c3=O)C[C@H](CC(=O)O)O[C@@H]5C)c(O)c1c2O,1%[11.5 µM],-12%[11.5 µM],-7%[11.5 µM],.,5%[7.6 µM],-27%[11.4 µM],-8.5%[15.4 µM],-4.4%[15.4 µM],-3%[11.4 µM],i,-1%[11.4 µM]
CC1=CC(C)C2C(=O)N(CCC[N+](C)(C)C)C(=O)C2C1 (stereo unspecified),-1%,-1%,-1%,1%,-3%,-2%,-2.1%,0.9%,0%,i,8%
Cc1ccc(-c2nc3cc(N)ccc3o2)c(C)c1,0%,1%,-1%,-2%,7%,5%,0.6%,-2.0%,-1%,i,0%
O=C(COc1ccc(Cl)cc1)N1CCN(c2ncccn2)CC1,1%,2%,4%,-2%,-20%,6%,0.8%,-0.2%,1%,i,20%
CCSc1nc(=O)n(-c2ccccc2)c(C)c1C(C)=O,0%,-17%,1%,-2%[7.66 µM],?,0%[11.4 µM],-2.6%,-1.0%,-3%,.,1%[11.4 µM]
CCc1ccc(NC(=O)c2ccc3c(c2)C(=O)N(Cc2ccco2)C3=O)cc1,-3%,?,-8%,.,?,25µM*,0.7%,-0.5%,-3%,.,?
CN(C)C(=O)Oc1cccc([N+](C)(C)C)c1,2%,-5%,-1%,6%,-2%[17.1 µM],-3%[25.6 µM],-0.2%,-0.3%[3.08 µM],1%[25.5 µM],i,3%[25.6 µM]
C=CCn1c(SCC(=O)NCC(=O)OCC)nnc1-c1ccccn1,-1%,-29%,1%,2%,22%,-6%,-3.9%,1.5%,3%,?,6%
O=C(O)c1ccc(OCc2occc2C(=O)O)cc1,0%,10%,0%,1%,2%,-2%,-2.1%,0.2%,2%,i,4%
Cc1ccccc1Nc1nn2c(=O)c3ccccc3nc2s1,-2%,-19%,-1%,4%,?,460%,-1.9%,-0.1%,?,?,10%
[O-][n+]1c2ccc3nonc3c2nn1-c1ccccc1Cl,-1%,.,-2%,.,.,.,1.1%,-3.7%,.,.,-2%
N#C/C(=C\c1ccc(O)c(O)c1)C(=O)Nc1ccccc1,-5%,?,-2%,-20%,?,25%&18%,-2.4%,16%,25µM*!,i,-22%&14%
COc1ccccc1NC=C1C(=O)OC2(CCCCC2)OC1=O,2%,-8%,0%,-1%,-19%,1%,-2.1%,0.6%,-7%,?,9%
O=C(Nc1ccccc1O)c1cc(S(=O)(=O)N2CCOCC2)c(Cl)cc1Cl,-1%,?,0%,10%,10%,-7%,0.7%,-1.2%,0%,.,-12%
CCOc1ccc(C(C)=O)cc1COC(=O)C1=COCCO1,-1%,?,0%,2%,?,0%,0.9%,-4.2%,2%,i,17%
COCCCNC(=O)C(Cc1ccccc1)NS(=O)(=O)c1ccc2c(c1)c(=O)n(C)c(=O)n2C (stereo unspecified),-4%,?,0%,6%,-7%,-2%,-1.0%,0.6%,2%,i,11%
O=C(Nc1ccc2nc3n(c(=O)c2c1)CCCCC3)c1ccccn1,-1%,?,-2%,.,13µM*,18%,-2.4%,0.8%,13µM*,.,-2%
CCc1ccc(OCC(=O)NCCN(C)C)c(Br)c1,-1%,2%,-1%,9%,-9%,-5%,0.1%,2.3%,0%,i,13%
O=C(Cc1cn2ccsc2n1)NCCc1ccc(F)cc1,-2%,-14%,-3%,1%,?,-19%,1.8%,-1.4%,1%,i,?
COc1cccc(-c2cc(C(F)(F)F)nc(NCc3ccco3)n2)c1,-4%,198%[activator],-3%,-2%,16%,-16%,-0.2%,5.4%,-2%,?,?
C=CCOc1ccc(CN(C)CC(=O)N(CC(C)C)c2c(N)n(CC(C)C)c(=O)[nH]c2=O)cc1,1%,0%,-4%,13%,?,-16%,2.4%,-0.3%,-2%,1.3e-08M*,13%
Cc1ccc(C)c2[nH]c(=O)c(CN(Cc3nnnn3C3CCCCC3)CC3CCCO3)cc12 (stereo unspecified),-2%,-8%,2%,31%[activator],1%,5%,-1.4%,-2.2%,3%,i,25µM*
Cc1c(C(=O)N2CCOCC2)[nH]c2c1C(=O)CC(c1ccc(Cl)cc1)C2 (stereo unspecified),1%,-21%,0%,48%[activator],-19%,10%,1.4%,5.8%,0%,i,5%
Cc1cc(C(N)=O)c2ccccc2n1,-1%,-7%,-12%,-3%,-14%,-15%,2.4%,-0.9%,-1%,i,1%
CC1=C(\C=C/C(C)=C/C=C\C(C)=C\C(=O)Nc2ccc(O)cc2)C(C)(C)CCC1,.,.,.,.,-15%,-28%,.,.,-2%,i,1%
COc1ccc(CNC(=O)COC(=O)c2n[nH]c3ccccc23)cc1,0%,22%,-2%,22%,4%,-3%,-4.3%,0.7%,1%,i,-11%
CCOC(=O)c1ccc(NC(=O)Cn2nnc(-c3ccccc3C)n2)cc1,-5%,6%,-1%,22%,-8%,41%,-0.2%,1.2%,0%,?,14%
CCOc1ccc2nc(-c3ccc(OC)c(OC)c3)cc(C(=O)O)c2c1,-5%,-13%,-1%,2%,?,-18%,1.0%,-2.4%,-3%,2.3e-08M*,-2%
Nc1cccc2c(=O)[nH][nH]c(=O)c12,1%,3%,-2%,.,6%,14%,1.4%,-1.9%,.,.,13%
O=c1cc(NC2CCCCCC2)[nH]c(=O)[nH]1,-1%,-12%,0%,-1%,0%,8%,0.9%,-0.6%,5%,i,1%
COC(=O)c1sccc1NC(=O)c1csc(C)c1,-1%,-4%,-1%,-5%,?,33%,-1.8%,2.6%,2%,i,23%
